Compound activity as filed in PubChem BioAssay.
PKA-R1A activ = activates the PKA-R1A holoenzyme complex; P00514+P68181; activation, % at 11.4 µM; AID 504707; PKA-R1A dissociation, Cy5-IP20 fluorescence polarization; scaled: DMSO 0%, 113 µM cGMP 100%; hit rate 0.083% among 340,000;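 active = percent activation above the mean of all tested compounds plus 3 SD, cut at about 19% in these data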;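 note: higher means more PKAc released from R1A so a rise in polarization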
MOR-DOR inv ag = inverse agonist of human OPRM1-OPRD1 heterodimerization | P35372+P41143 | cell-based MOR-DOR heterodimer luminescence, inverse agonism | inhibition, % at 9.3 µM | hit rate 0.21% among 340,000 | AID 504357; in the data active = inhibition above about 22%, passing the limit was not always enough;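 note: 0% = cells with DMSO and 100% = wells without cells with DMSO; values of inactives mirror those of a sister screen read the other way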
Tat export inh = inhibitors of E. coli Tat protein transport | E. coli MC4100 TorA-mCherry Tat export, fluorescence | inhibition, % at 10 µM | hit rate 0.036% among 340,000;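 active = mean replicate inhibition at least 50% and at least half of replicates individually reaching 50%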;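 note: exported cargo escapes ClpAP degradation while cytoplasmic cargo is degraded and loses fluorescence; 0% = median of neutral control wells and 100% = median of NaSCN control wells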
PKA-R2B act = PKA-R2B complex activation; P22694+P31323; PKA-R2B holoenzyme dissociation, Cy5-IP20 fluorescence polarization; R2B truncated from residue 108, S112A mutant; 0% DMSO only, 100% 113 µM cGMP; activation, % at 11.4 µM; hit rate 0.079% among 340,000; AID 504700;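 active = activation above a cutoff set at the mean over all compounds plus 3 SD, cut at about 18% in these data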;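 note: higher means more holoenzyme dissociation and a rise in polarization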
Target sequence (P31323 whole entry, looked up, other chains not shown, the tested form may be a part): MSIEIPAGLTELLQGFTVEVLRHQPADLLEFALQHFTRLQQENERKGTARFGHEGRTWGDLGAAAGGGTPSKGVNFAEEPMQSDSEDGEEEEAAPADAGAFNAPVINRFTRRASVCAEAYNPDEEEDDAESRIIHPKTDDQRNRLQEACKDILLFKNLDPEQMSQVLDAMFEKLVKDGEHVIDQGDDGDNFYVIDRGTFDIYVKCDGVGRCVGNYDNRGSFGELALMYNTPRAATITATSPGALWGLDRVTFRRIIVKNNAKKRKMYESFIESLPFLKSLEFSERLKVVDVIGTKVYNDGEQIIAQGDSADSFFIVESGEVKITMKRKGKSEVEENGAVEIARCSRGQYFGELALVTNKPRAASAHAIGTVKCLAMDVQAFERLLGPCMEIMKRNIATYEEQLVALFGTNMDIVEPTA
PfHsp90 yeast 2 = growth inhibition of yeast expressing Plasmodium Hsp90; S. cerevisiae expressing PfHsp90, BacTiter-Glo ATP, 48 h; yeast lacking PDR1 and PDR3 efflux regulators; inhibition, % at 9.4 µM; hit rate 0.32% among 310,000;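 active = every replicate shows inhibition above about 80%, whatever the replicate mean, limit read from the data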;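 note: 0% = DMSO neutral controls and 100% = 20 µM radicicol positive controls; yeast relying on Plasmodium falciparum Hsp90 in place of its own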
SUMO Mot1 rescue = SUMOylation pathway inhibition by Mot1-301 growth rescue; growth rescue, % at 18.8 µM; hit rate 1% among 320,000; S. cerevisiae Mot1-301 growth rescue, ATP luminescence, 38.5C; percent above DMSO median, 100 means doubled; AID 2716;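 active = every valid replicate shows activation above 250% relative to neutral control wells; inactive = the rest, any valid replicate at or below 250%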;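 note: OY570 slx delta 5 strain wells were the positive control but not used for scaling; some compounds called inactive have numbers as strong as hits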
HTR5A inv ctr = inverse agonist of human HTR5A in OPRM1-OPRD1 counter-screen; P47898; HTR5A cell line, luminescence, inverse agonism; inhibition, % at 9.3 µM; hit rate 0.083% among 340,000; in the data active = inhibition mostly above about 23%, no sharp cut-off; inactive = mostly below about 18%;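 note: 0% = cells with DMSO and 100% = no-cell wells with DMSO; some compounds called inactive have numbers as strong as hits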
Target sequence (P47898 whole entry, looked up): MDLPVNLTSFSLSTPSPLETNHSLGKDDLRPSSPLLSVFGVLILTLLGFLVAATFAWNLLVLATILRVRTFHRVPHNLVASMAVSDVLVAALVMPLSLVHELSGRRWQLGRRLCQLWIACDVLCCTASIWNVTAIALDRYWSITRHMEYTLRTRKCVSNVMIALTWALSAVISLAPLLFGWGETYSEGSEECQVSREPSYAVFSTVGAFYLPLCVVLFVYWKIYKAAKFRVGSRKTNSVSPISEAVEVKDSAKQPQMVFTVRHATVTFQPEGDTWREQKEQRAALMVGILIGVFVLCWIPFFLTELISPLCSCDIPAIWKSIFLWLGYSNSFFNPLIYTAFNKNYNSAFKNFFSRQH
phage Ecoli inh = E. coli growth loss with phage present; growth absorbance; inhibition, % at 11.9 µM; hit rate 0.26% among 360,000; AID 651602; in the data active = inhibition above about 11%
MOR-DOR ag = OPRM1-OPRD1 heterodimerization agonism. P35372+P41143. cells, luminescence. activation, % at 9.3 µM. hit rate 0.3% among 340,000. AID 504326; in the data active = activation above about 18%;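 note: 0% = vehicle-treated cells and 100% = reference agonist; values of inactives mirror those of a sister screen read the other way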
E coli growth = counter-screen for AddAB inhibitors: E. coli growth inhibition. E. coli V3065 growth, OD600 absorbance, 18 h. inhibition, % at 11.9 µM. hit rate 0.27% among 330,000. AID 449728;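 active = inhibition above the campaign's mean inhibition across all tested compounds plus 3 SD, cut at about 9.9% in these data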;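 note: uninfected addAB+ strain grown without phage in ampicillin broth; 0% = DMSO wells and 100% = ciprofloxacin 0.95 µg/ml wells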
AddAB inh = less growth of phage-infected E. coli with AddAB | E. coli expressing H. pylori AddAB, absorbance growth | inhibition, % at 11.9 µM | hit rate 0.29% among 330,000 | AID 435030; in the data active = inhibition above about 12%;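 note: 0% = vehicle wells of infected cells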
The depositor's hits bear a star; / = no result given.

Values in the order – PKA-R1A activ	MOR-DOR inv ag	Tat export inh	PKA-R2B act	PfHsp90 yeast 2	SUMO Mot1 rescue	HTR5A inv ctr	phage Ecoli inh	MOR-DOR ag	E coli growth	AddAB inh
CC12CN3CC(C)(CN(C1)C3c1ccc3c(c1)OCO3)C2 (stereo unspecified)
→ 5.5	14.5	-2.2	-1.1	9.1	/	-4.6	3.2	-3.1	3.4	3.8
Cc1ccc(OCC(=O)NNC(=O)C2CSC3(C)CCC(=O)N23)cc1 (stereo unspecified)
→ -7.7	9.8	-7.7	0.3	15.0	-4.5	-14.1	2.5	-2.0	-3.0	0.3
O=C(COC(=O)c1n[nH]c2ccccc12)Nc1ccccc1F
→ -7.3	1.9	-3.0	-4.9	27.2	34.1	6.7	3.2	-0.4	-2.5	0.4
CCOC(=O)C1CCN(c2c(N3CCCCCC3)c(=O)c2=O)CC1
→ -8.2	20.5	-12.8	-7.8	-15.5	-4.2	-18.1	1.0	-4.0	-1.4	-2.5
O=C(O)C1CCCCC1C(=O)NCCCn1ccnc1 (stereo unspecified)
→ 1.3	-2.2	5.0	-7.3	-18.7	-13.6	4.0	/	0.4	0.8	-0.3
COc1cc(/C=N/Nc2nc3ccccc3o2)cc(OC)c1O
→ -7.0	-8.5	-6.2	-3.7	-8.8	-2.2	-6.5	-1.0	2.0	-2.5	-1.4
CC(C)CCN(C(=O)c1csnn1)C(C(=O)NC1CCCC1)c1ccc(F)cc1 (stereo unspecified)
→ 9.2	-20.3	-2.1	-2.5	26.2	-26.6	0.1	0.5	2.9	0.5	0.6
CC(C)NC(=O)Cn1nnc(-c2cccc(NC(=O)c3ccccc3F)c2)n1
→ 0.4	0.2	-4.9	-7.5	-5.4	10.3	-1.3	2.2	0.0	-0.6	2.3
O=S(=O)(c1ccc(Cl)cc1)N1CCC(c2nc3ccccc3[nH]2)CC1
→ -2.4	-13.4	1.4	3.2	-9.0	-3.9	9.5	3.3	2.4	1.9	-1.8
Cc1cc(OCC(=O)Nc2ccccn2)c2c(C)cc(=O)oc2c1
→ 2.5	17.1	-0.9	-12.2	9.6	0.0	3.3	1.1	-3.3	-0.2	2.4
O=C(CN(c1ccccc1Cl)S(=O)(=O)c1ccccc1)N/N=C/c1ccccc1C(=O)O
→ -3.1	0.4	14.5	-0.1	1.9	14.9	-11.7	4.0	-0.1	1.9	2.0
CCNC(=O)CNC(=O)c1nn(Cc2ccccc2)c(=O)c2ccccc12
→ 13.1	2.7	-3.2	7.0	20.4	-21.6	13.4	-0.1	-0.4	0.4	1.0
O=C(NCCS(=O)(=O)N1CCN(c2cccc(Cl)c2)CC1)c1ccco1
→ 9.7	5.1	1.2	2.0	-5.1	-5.9	-7.9	2.9	-0.8	0.3	0.2
CCOC(=O)c1sc2ncn(CC(=O)N(CC)CC)c(=O)c2c1C
→ 7.7	10.6	0.9	7.9	-4.3	19.6	-7.3	3.6	-1.9	-1.8	0.4
C/C(CCc1oc2c(Br)cc(Br)cc2c1-c1ccc(C)o1)=N\O
→ 3.0	-7.1	25.9	-5.5	-19.9	31.0	1.7	3.0	1.2	-1.1	1.1
Cc1cc2nc(-c3ccccn3)c(-c3ccccn3)nc2cc1C
→ -4.9	15.4	4.2	5.1	-6.5	/	-11.3	1.8	-2.8	/	/
Cc1ccc(S(=O)(=O)NNC(=O)Nc2ccc(Cl)cc2)cc1
→ -5.8	-17.7	-0.4	-12.1	25.2	3.9	-6.1	1.5	3.4	-0.3	1.9
COc1ccc(C)cc1-n1nnnc1SCC1CCCO1 (stereo unspecified)
→ -2.4	12.2	-1.7	0.0	/	-14.9	-0.6	4.0	-2.5	0.9	2.3
COc1cc(OC)cc(C(=O)NC(C(=O)Nc2ccc3c(c2)CCC3)C(C)C)c1 (stereo unspecified)
→ -12.9	17.4	18.7	0.4	-2.5	-2.2	13.0	1.6	-4.3	-1.4	0.2
Cc1ccc(NC(=O)CSc2n[nH]c(N)n2)cc1S(=O)(=O)N1CCOCC1
→ -13.7	10.4	-10.0	1.1	4.9	5.5	-9.6	0.0	-2.0	-0.3	0.9
O=C(NCCc1ccc(Cl)cc1Cl)c1cc([N+](=O)[O-])c[nH]c1=O
→ 0.0	14.8	1.8	3.0	21.5	-22.4	-10.3	3.1	-2.6	-0.2	6.5
CCc1ccccc1N1CCN(S(=O)(=O)c2ccc(F)c(C)c2)CC1
→ 0.8	6.5	1.2	-5.1	3.1	35.6	-18.6	3.2	-1.2	-0.5	-3.8
COc1ccc(C(=O)Nc2ccccc2C(=O)N/N=C/c2ccncc2)cc1OC
→ -7.8	0.8	-4.0	5.3	34.1	-38.8	1.0	1.9	-0.2	1.0	6.2
CC1CCN(C(=O)COC(=O)C23CC4CC(CC(O)(C4)C2)C3)CC1
→ 2.0	14.8	-10.5	5.8	-1.2	1.6	-7.7	2.8	-3.7	-0.5	-1.3
CCN1C(=O)S/C(=C/c2ccc(Sc3nc4ccccc4[nH]3)o2)C1=O
→ -15.0	3.5	-3.6	-5.7	0.2	-2.2	-0.2	3.0	-0.7	1.2	4.0
CNc1c(N)c(=O)oc2ccccc12
→ 0.8	17.5	-7.4	-1.4	4.0	210.8	6.0	3.2	-3.5	-2.8	0.7
COCCN(C(=O)c1ccccc1OC)c1nnc(C)s1
→ -3.9	11.9	9.0	-7.8	2.8	-12.7	-12.8	-1.2	-2.2	-0.9	-0.2
O=C(CN(c1ccc(F)cc1)S(=O)(=O)c1ccc2c(c1)OCCO2)N1CCOCC1
→ -16.3	14.9	-5.5	-4.7	0.5	13.3	-5.8	2.7	-2.9	0.2	-0.3
COc1ccc(NCc2nnc(SCc3ccc(Cl)cc3)n2-c2ccccc2)cc1
→ -4.5	-7.6	10.8	-28.2	-12.3	-10.0	10.2	2.0	1.6	2.2	4.0
O=C(COC(=O)Cc1c[nH]c2ccccc12)Nc1ccccc1
→ -7.0	3.1	-3.8	9.9	-5.2	-22.1	-30.7	-0.6	-0.6	-1.0	1.7

Reformatted: 2 of the compounds above.
O=C(COC(=O)c1n[nH]c2ccccc12)Nc1ccccc1F
  PKA-R1A activ = -7.3
  MOR-DOR inv ag = 1.9
  Tat export inh = -3.0
  PKA-R2B act = -4.9
  PfHsp90 yeast 2 = 27.2
  SUMO Mot1 rescue = 34.1
  HTR5A inv ctr = 6.7
  phage Ecoli inh = 3.2
  MOR-DOR ag = -0.4
  E coli growth = -2.5
  AddAB inh = 0.4

CCc1ccccc1N1CCN(S(=O)(=O)c2ccc(F)c(C)c2)CC1
  PKA-R1A activ = 0.8
  MOR-DOR inv ag = 6.5
  Tat export inh = 1.2
  PKA-R2B act = -5.1
  PfHsp90 yeast 2 = 3.1
  SUMO Mot1 rescue = 35.6
  HTR5A inv ctr = -18.6
  phage Ecoli inh = 3.2
  MOR-DOR ag = -1.2
  E coli growth = -0.5
  AddAB inh = -3.8

An excerpt from above in order of the SUMO Mot1 rescue value, low to high.
Compound	PKA-R1A activ	MOR-DOR inv ag	Tat export inh	PKA-R2B act	SUMO Mot1 rescue	phage Ecoli inh	MOR-DOR ag	AddAB inh
O=C(O)C1CCCCC1C(=O)NCCCn1ccnc1 (stereo unspecified)	1.3	-2.2	5.0	-7.3	-13.6	/	0.4	-0.3
Cc1cc(OCC(=O)Nc2ccccn2)c2c(C)cc(=O)oc2c1	2.5	17.1	-0.9	-12.2	0.0	1.1	-3.3	2.4
O=C(COC(=O)c1n[nH]c2ccccc12)Nc1ccccc1F	-7.3	1.9	-3.0	-4.9	34.1	3.2	-0.4	0.4

Following part
Values in the order – PKA-R1A activ	MOR-DOR inv ag	Tat export inh	PKA-R2B act	PfHsp90 yeast 2	SUMO Mot1 rescue	HTR5A inv ctr	phage Ecoli inh	MOR-DOR ag	E coli growth	AddAB inh
Cc1ccc(C(=O)NCC(=O)N2CCc3ccccc3C2)cc1C
→ -3.2	3.5	-7.6	-4.8	2.1	319.2	0.7	-0.6	-0.6	-0.2	3.5
Cc1ccc(S(=O)(=O)N(C)C)cc1NC(=O)C(C)NC(C)c1cccs1 (stereo unspecified)
→ 2.0	2.6	0.4	-3.0	29.3	-14.3	-11.9	-1.4	-0.4	1.6	6.3
O=C(CSc1nc2c(c(=O)[nH]1)CCC2)Nc1cccc(Cl)c1
→ -3.5	-22.5	-2.3	8.2	-50.1	5.3	-8.2	1.7	3.9	1.6	3.5
COc1cc(C(=O)NCCc2ccc(S(N)(=O)=O)cc2)ccc1OCc1c(C)noc1C
→ 4.6	2.2	-8.9	7.3	-13.5	-11.1	13.7	-1.2	-0.5	-0.2	0.4
Fc1ccc(/C=N/NC(=S)Nc2ccc(Cl)cc2)cc1F
→ -10.7	13.2	10.0	-11.7	-34.0	-11.2	-9.7	-0.6	-2.6	-0.4	2.2
Cc1nc(-c2ccc(NC(=O)c3cccs3)cc2)cs1
→ -8.8	0.2	5.4	-6.2	25.2	-10.3	3.1	3.5	0.0	3.2	3.3
COc1cccc(NC(=O)CN(C)C(=O)c2cc(S(=O)(=O)N3CCCCC3)ccc2Cl)c1
→ -3.1	13.3	4.3	-12.0	-34.1	-6.9	14.6	5.1	-2.7	2.4	0.3
CCCNC(=O)c1ccc2c(=O)n3c(-c4ccc(C)cc4)csc3nc2c1
→ 4.2	3.8	-7.9	-5.3	-13.5	-2.9	5.9	2.9	-0.7	-1.4	2.1
CC1(C)CC(=O)C(C2C3=C(CC(C)(C)CC3=O)Oc3ccccc32)C(=O)C1 (stereo unspecified)
→ -21.3	15.8	26.8	-11.1	3.4	64.7	-3.8	-0.2	-3.2	0.7	-0.7
Nc1cc(OC(=O)c2c(F)cccc2Cl)nn1S(=O)(=O)c1ccccc1
→ 7.8	-1.4	-6.7	-9.4	9.1	44.1	8.3	-0.7	0.2	2.1	5.2
Cc1cc(/C(=N/O)C(C)(C)NO)ccc1Cl
→ -2.5	2.2	-8.7	-2.0	/	-3.6	-12.6	1.6	-0.5	1.7	5.1
CC(=O)n1c2c(c3ccccc31)OC(N)=C(C#N)C2c1ccc(C(C)C)cc1 (stereo unspecified)
→ -16.1	-12.7	-4.9	-14.5	13.0	16.1	-21.8	0.1	2.0	-1.8	2.6
CC(=O)N1CCc2cc(S(=O)(=O)NC(C(=O)N3CCN(c4ccccc4F)CC3)C(C)C)ccc21 (stereo unspecified)
→ -13.6	14.6	-12.1	-7.9	-17.3	-7.6	-9.9	-1.1	-2.7	-2.5	1.8
O=C(Nc1ccncc1)c1cccc2ccccc12
→ -7.1	4.2	-5.3	13.4	25.6	-1.8	-6.2	1.5	-0.8	0.0	1.0
CCOC(=O)N1CCN(CC(=O)N2c3ccccc3Sc3ccccc32)CC1
→ -6.2	4.3	6.2	-2.4	-3.5	-2.9	-6.8	0.2	-1.0	-0.7	-1.4
CC1(c2ccccc2)NC(=O)N(CC(=O)Nc2ccccc2N2CCCC2)C1=O (stereo unspecified)
→ -13.9	-10.5	5.6	-15.9	-6.2	-2.0	10.9	4.3	1.6	-0.2	-0.2
Cc1ccc(-n2c(C)cc(C(=O)COC(=O)c3c(C)noc3C)c2C)cc1
→ -3.3	-5.0	10.1	-2.1	-0.7	-18.1	-2.4	1.4	1.0	0.3	2.0
